STK33 inh – inhibitors of purified STK33 kinase, primary screen, biochemical, ADP-Glo luminescence, homogeneous, cell-free | 0.073% of 320,000 active | Serine/threonine-protein kinase 33 (Homo sapiens), Q9BYT3 | inhibition, % at 10 µM | MBP phosphorylation | AID 2661, 2010;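 active means inhibition at or above 25%, using the most active replicate where run in duplicate; inactive means inhibition below 25%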
Target sequence (Q9BYT3 whole entry, looked up): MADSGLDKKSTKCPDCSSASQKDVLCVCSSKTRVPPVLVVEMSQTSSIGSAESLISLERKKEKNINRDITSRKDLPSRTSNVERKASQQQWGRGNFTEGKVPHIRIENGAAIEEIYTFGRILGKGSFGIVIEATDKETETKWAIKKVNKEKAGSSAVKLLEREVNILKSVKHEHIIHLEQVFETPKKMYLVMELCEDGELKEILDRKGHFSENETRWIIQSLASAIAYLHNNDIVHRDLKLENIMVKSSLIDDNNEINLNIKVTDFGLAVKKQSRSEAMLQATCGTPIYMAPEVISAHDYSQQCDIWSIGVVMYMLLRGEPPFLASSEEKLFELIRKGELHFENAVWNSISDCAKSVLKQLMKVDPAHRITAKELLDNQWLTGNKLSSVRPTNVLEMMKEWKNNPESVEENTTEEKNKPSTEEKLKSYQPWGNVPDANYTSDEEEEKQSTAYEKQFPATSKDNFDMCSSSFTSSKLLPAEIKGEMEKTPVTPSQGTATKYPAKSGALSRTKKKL
Kir21 block – inhibitors of mouse Kir2.1 inward-rectifier potassium channel. B-score at 10 µM. AID 1672, 2009. 0.85% of 310,000 active. HEK293-Kir2.1, FluxOR thallium flux fluorescence; stronger effect = lower value. Inward rectifier potassium channel 2 (Mus musculus), P35561;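 active means fluorescence ratio B-score at or below minus 3 SD of library scores, with starting-brightness B-score within 2 SD, cut at about -4.2 in these data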;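 further: channel flux triggered by added potassium and thallium sulfate stimulus; B-score of peak minus minimum fluorescence over baseline after thallium stimulus; more negative B-score means stronger Kir2.1 block with less thallium influx; some compounds called inactive have numbers as strong as hits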
Target sequence (P35561 whole entry, looked up): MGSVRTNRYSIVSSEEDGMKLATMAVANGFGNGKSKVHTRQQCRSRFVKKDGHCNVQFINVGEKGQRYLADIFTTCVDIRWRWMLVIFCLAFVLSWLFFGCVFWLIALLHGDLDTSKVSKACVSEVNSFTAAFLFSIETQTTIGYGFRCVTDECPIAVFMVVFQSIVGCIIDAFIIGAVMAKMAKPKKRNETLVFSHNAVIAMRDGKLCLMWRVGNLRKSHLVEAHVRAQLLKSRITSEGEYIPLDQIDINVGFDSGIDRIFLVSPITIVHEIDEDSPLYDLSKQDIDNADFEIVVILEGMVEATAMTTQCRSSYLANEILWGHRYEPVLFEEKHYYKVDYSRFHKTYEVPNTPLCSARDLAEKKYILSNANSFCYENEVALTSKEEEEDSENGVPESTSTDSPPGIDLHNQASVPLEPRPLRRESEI
Numbers without * were called inactive; . = not tested or not shown. Rows are unselected; overall some 0.84% were active at least once.

Structure	STK33 inh	Kir21 block
COc1ccccc1OC[C@H](O)CO	-0.7	0.01
COc1cc(O)c(C(CC(=O)N2CCCC2)c2cc(OC)c(OC)c(OC)c2)c(OC)c1 (stereo not drawn)	-0.5	0
CCOc1ccc(-n2c(SCC(=O)NCc3ccco3)nc3c([nH]c4ccccc43)c2=O)cc1	-0.2	-1.3
O=C(O)C1CCCCC1C(=O)Nc1ccc(S(=O)(=O)N2CCCCC2)cc1 (stereo not drawn)	-0.3	1.4
O=C(Nc1ccc(Cl)cc1Cl)N1CCN(c2ncccn2)CC1	0.0	0
COc1ccc(CN2C=C3C(=O)C(C)(OC(=O)CCc4ccccc4)C(=O)C=C3C=C2c2ccc(C#N)cc2)cc1 (stereo not drawn)	-0.7	-1
CCOC(=O)C(C)NC(=O)CCc1nnc2ccc(N3CCCCC3)nn12 (stereo not drawn)	-0.7	-1
CCN(CCn1cccn1)C(=O)C1CCC(=O)N(CCc2cccc(F)c2)C1 (stereo not drawn)	-0.6	1
O=c1oc2ccccc2cc1-c1csc(Nc2nc3ccc(F)cc3s2)n1	0.1	1.3
CCOC(=O)Cc1cc(=O)n2[nH]c(-c3ccccc3)c(-c3ccccc3)c2n1	0.1	-0.02
COc1ccc(NC(=O)CCNS(=O)(=O)c2ccc3c(c2)CCC(=O)N3)cc1	2.7	0.6
CCn1nnnc1SCC(=O)N(C)C1CCS(=O)(=O)C1 (stereo not drawn)	-0.2	.
COc1ccc(Nc2cc(C(=O)NCCCN3CCOCC3)c3ccccc3n2)cc1	-0.9	0.27
O=C(NCCc1ccccn1)C1CCCN1S(=O)(=O)c1ccc(Cl)cc1 (stereo not drawn)	0.8	2
CCN(CC)C(=O)CSc1nnc(-c2ccc(S(=O)(=O)N3CCCC3)cc2)o1	-1.6	2.5
CC1CC(C)CN(CCCNC(=O)CN2C(=O)CSc3ccc(S(=O)(=O)N4CCOCC4)cc32)C1 (stereo not drawn)	-1.5	1.1
CCn1c(SCC(=O)NC2CCCC2)nnc1-c1ccco1	1.7	-0.23
COc1ccc(S(=O)(=O)NCC(=O)N(CC(=O)NCc2ccco2)Cc2ccc(F)cc2)cc1	-0.5	3.8
Cc1ccc(C(=O)CCC(=O)NCc2ccc(Cl)cc2)cc1	-0.2	.
Cc1ccc(/C=N/NC(=O)NC23CC4CC(CC(C4)C2)C3)o1	0.2	-0.05
O=C(COC(=O)CSc1ccc([N+](=O)[O-])cc1)NCc1ccco1	-0.6	-0.29
CCN1C(=O)c2cccc3c(S(=O)(=O)Nc4ccc(OC)cc4OC)ccc1c23	-1.2	0.02
CCc1nc(N2CCCCC2C)c2oc3ccccc3c2n1 (stereo not drawn)	-0.1	-0.79
COc1ccc(CNS(=O)(=O)NCc2ccccc2)cc1OC	-0.8	0.01
O=C(CC1SC(=Nc2ccccc2)N(CCc2ccccn2)C1=O)Nc1ccc(F)cc1 (stereo not drawn)	-0.1	1.2
O=C(COC(=O)c1c(Cl)cccc1Cl)Nc1cc(Cl)ccc1Oc1ccccc1	0.5	0.47
CC(OC(=O)c1ccncc1)C(=O)Nc1ccc([N+](=O)[O-])cc1Cl (stereo not drawn)	-0.2	-0.27
O=C(N[C@@H](Cc1ccccc1)C(=O)OCc1ccccc1)c1nc[nH]c1C(=O)NC1CCNCC1	3.4	-0.01
CC(c1ccccc1)C1CC(=O)N(c2cc(Cl)ccn2)C1=O (stereo not drawn)	-0.6	0.06
CCN1CC(CN(C)Cc2nc(-c3ccc(Cl)cc3)no2)CC1=O (stereo not drawn)	0.2	2.2
Cn1ncc2c(N3CCN(c4ccccc4F)CC3)ncnc21	-1.6	-0.1
O=C(Cc1cccs1)Nc1cccnc1	-0.4	-1.6
O=C(NCc1ccco1)C1CCCN1C(=O)Nc1ccc(Cl)cc1 (stereo not drawn)	0.0	-0.31
Brc1ccc(C[n+]2ccccc2)cc1	-2.6	-0.1
O=C(CCn1c(=O)oc2ccccc21)Nc1cccc(Br)c1	1.5	0.12
Cc1ccccc1CN1CCN(S(=O)(=O)c2ccc(Cl)s2)CC1	-0.1	0.03
Cc1nn(-c2ccccc2)c(C)c1/C=N/NC(=O)CSc1nnc(SCc2cccc3ccccc23)s1	-0.3	0.97
O=C(C1CCN(C2CCN(C/C(Cl)=C/c3ccccc3)CC2)CC1)N1CCOCC1	-1.3	-1.2
CCCCC(=O)O[C@]1(C(=O)CO)CC[C@H]2[C@@H]3CCC4=CC(=O)CC[C@]4(C)[C@H]3[C@@H](O)C[C@@]21C	-1.4	0.14
O=[N+]([O-])c1ccc(/C=N/N/C(=N/c2ccccn2)c2ccccn2)cc1	-1.0	-0.14
Cc1ccc(S(=O)(=O)CCNC(=O)Cc2ccc(Cl)cc2)cc1	-1.9	1.5
Cc1cc(NS(=O)(=O)c2ccc(NC(=O)CN3C(=O)c4ccccc4C3=O)cc2)nc(C)n1	-0.4	-0.26
COC(=O)C(CC(C)C)NC(=O)/C=C/c1ccc(Cl)cc1 (stereo not drawn)	-3.2	1.6
Cc1cc(C)n(CCN(C)C(=O)C2CCC(=O)N(CCc3cccc(F)c3)C2)n1 (stereo not drawn)	-1.1	0.39
COc1ccc(/C=C/C(=O)OCC(=O)NC(C)CCc2ccccc2)cc1 (stereo not drawn)	3.1	.
O=C1CCC/C=C/C[C@@H](CC(=O)N(CCO)Cc2ccccc2)C(=O)NC[C@@H](c2ccccc2)O1	-1.9	.
CCN(CC)Cc1c(O)ccc2cc(-c3nc4ccccc4n3C)c(=O)oc12	1.3	-1.6
CCCNC(=S)N1CCC(c2nc3cc(C)c(C)cc3[nH]2)CC1	0.6	-0.07
O=C(O)c1cnc(-c2ccccc2)nc1Oc1ccccc1	0.8	-0.81
O=c1oc(CCCO)cc2ccc(C#CC3(O)CCCCC3)cc12	-0.7	.

An excerpt of these results, with values ahead of the structure:
STK33 inh	Kir21 block	compound
-1.9	.	O=C1CCC/C=C/C[C@@H](CC(=O)N(CCO)Cc2ccccc2)C(=O)NC[C@@H](c2ccccc2)O1
1.5	0.12	O=C(CCn1c(=O)oc2ccccc21)Nc1cccc(Br)c1

Continued:
Structure	STK33 inh	Kir21 block
COc1ccc(CC(=O)NC(C)c2nnc(SCCOc3ccc(OC)cc3)n2C)cc1 (stereo not drawn)	1.5	-4.3*
O=C(NCCc1c[nH]c2ccccc12)c1cnc2sccn2c1=O	-1.0	-0.06
CCSc1n[nH]c2nc3c(c(=O)n12)C1(CCCCC1)Cc1ccccc1-3	0.2	-0.14
CN(CC(=O)N1CCN(c2ccccc2)CC1)C1CCCc2ccccc21 (stereo not drawn)	-0.8	-1.3
CC(C)CNC(=O)c1ccccc1NC(=O)c1ccccc1N(C)S(C)(=O)=O	-0.5	0.06
COc1ccc(C(=O)NCC(=O)NCCc2c[nH]c3ccccc23)cc1OC	-0.7	0.35
O=C(O)c1cc(-c2cccc(Cl)c2)nc2nc(N3CCCCC3)sc12	-0.2	1.2
CC(=O)Nc1ccc(OCC(O)CNC2CCCC2)cc1 (stereo not drawn)	-1.8	1.6
Cc1nnc(N/N=C/c2ccc(Br)cc2)n1N	-1.7	-0.12
C[C@@H]1COC(=O)[C@@H](CC(=O)OC(C)(C)C)C/C=C\C[C@H](CC(=O)NCCO)C(=O)N1	0.3	.
COC(=O)c1ccc(-c2nc3ccc(C)cc3o2)cc1	-0.1	2.2
COc1ccc(OC)c(NC(=O)c2cccnc2)c1	-0.8	-1.4
Cc1ccc(S(=O)(=O)N(C)CC(=O)Nc2nnc(CC(C)C)s2)cc1	-0.8	0.23
COc1cc(NC(=O)Cn2nnc(-c3ccccc3N)n2)cc(OC)c1	-1.8	-1.2
CN(C(=O)c1ccc(N2CCCCC2)c([N+](=O)[O-])c1)C1(C)CCS(=O)(=O)C1 (stereo not drawn)	-0.7	-0.05
CC(COc1ccc(C(C)C)cc1)NC(=O)c1ccc(Br)o1 (stereo not drawn)	-0.2	1
CCc1cc2c(Nc3ccc(O)cc3)nc(C)nc2s1	2.5	0.03
CC(=O)c1cccc(N(CC(=O)Nc2cccnc2)S(C)(=O)=O)c1	-0.9	-0.56
COc1ccc(C(=O)Nc2cc(OC)c(NC(=O)c3ccco3)cc2OC)cc1	-2.0	1.6
O=C(C(=O)c1ccc(O)cc1)c1ccccc1	-0.7	0.53
CC(C)CCN(C)C1CCN(S(=O)(=O)c2cccc(C(F)(F)F)c2)CC1	-0.4	0.09
C=C(C)COc1ccc(-c2[nH]ncc2-c2ccc(OC)cc2)c(O)c1	0.9	-1
COc1ccc(OC)c(S(=O)(=O)NC(C)c2cnn(-c3ccccn3)c2C)c1 (stereo not drawn)	-0.5	-1.4
Nc1[nH]ncc1C(=O)Nc1cccc(C(F)(F)F)c1	0.2	-0.02
CN(Cc1cccnc1)C(=O)CC1C(=O)NCCN1Cc1ccc(-c2ccccc2)cc1 (stereo not drawn)	-1.0	-0.79
CCc1nnc(NC(=O)C2CCN(c3nc(C)cc(C)n3)CC2)s1	-2.3	-0.03
C[C@H](NC(=O)C1CCN(S(=O)(=O)c2ccccc2)CC1)C(=O)NCc1ccc(Cl)c(Cl)c1	-1.7	-0.52
COc1ccc(C=O)cc1Cn1ccnc1	-2.3	-1
Cc1ccc(-c2cc(C(=O)Nc3c(C)n(C)n(-c4ccccc4)c3=O)c3ccccc3n2)cc1	-1.0	.
CC(Oc1ccc2c(-c3ccccc3)cc(=O)oc2c1)C(=O)N1CCC[C@@H]1C(N)=O (stereo partly drawn)	-1.2	2
COc1ccccc1C(=O)NC(=O)COC(=O)c1nc(Cl)ccc1Cl	-1.6	0.3
Cc1cc(C)n(S(=O)(=O)c2ccc(C)c(C)c2C)n1	-2.1	0.01
COc1ccc(NC(c2ccccc2)c2ccncc2)cc1 (stereo not drawn)	1.0	-0.93
COc1nc(NS(=O)(=O)c2ccc(C)cc2)nc(C)c1Cl	-1.4	-1.4
COCCN(CCOC)c1cc(C)c(C#N)c2nc3ccccc3n12	-0.2	0.07
CCc1ccc(/C=N/NC(=O)c2cc(C3CC3)nc3ccc(Br)cc23)s1	-1.6	0.99
CCOC(=O)c1c(C)[nH]c(C(=O)COC(=O)c2ccc(O)cc2O)c1C	-1.7	2.2
Cc1onc(C(=O)NC2CCCCC2)c1[N+](=O)[O-]	-0.5	0.51
Cc1ccc(S(=O)(=O)N2CCN(C(=O)CSc3cc(C)ccc3C)CC2)c(C)c1	-0.9	-1.4
CC(=O)NC(C)c1nc2ccccc2n1CC(=O)N1C(C)CCCC1C (stereo not drawn)	-0.8	1.1
COc1ccc(/C=N/NC(=O)c2ccc(CSc3nncn3C)cc2)cc1OC	-0.4	0.04
Cc1cc(=O)oc(C)c1C(=O)Nc1c(C)n(C)n(-c2ccccc2)c1=O	-0.9	1.2
COc1ccc(N2CCN(C(=O)c3ccc4c(c3)NC(=O)C(CSCc3c(F)cccc3Cl)N4)CC2)cc1 (stereo not drawn)	-0.3	1.8
CCN1CCN(CCCNC(=O)C2CCN(c3nnc(-n4c(C)ccc4C)s3)CC2)CC1	-0.5	-1
CCC(CO)[n+]1c(C)cc(/C=C2\Sc3ccccc3N2Cc2ccccc2)cc1C (stereo not drawn)	0.6	.
COc1ccc(OC)c(Nc2cc(C)nc3ccccc23)c1	-0.7	-2.7
CN(CCOc1ccccc1)S(=O)(=O)c1ccccc1C#N	1.4	.
CCCn1c(=O)c(C(=O)Nc2cccc(C)n2)c(O)c2ccccc21	-1.4	-0.42
CS(=O)(=O)c1ccc2nc(NC(NC(=O)c3ccco3)(C(F)(F)F)C(F)(F)F)sc2c1	-0.6	0.81
CCN(/C=N/S(=O)(=O)c1ccc(Cl)cc1)CC	-1.1	-1.3

(listing goes on)
Structure	STK33 inh	Kir21 block
COc1ccc(Br)c(C(=O)N(C)CC(=O)Nc2ccc(N3CCOCC3)cc2)c1	.	2
O=C(C1CCCN(C2CC(=O)N(c3ccc(F)cc3)C2=O)C1)N1CCCC1 (stereo not drawn)	-0.4	-0.65
CC(=O)Nc1cc2c(cc1[N+](=O)[O-])OCCO2	-1.2	-0.61
Cc1ccc(NCC(=O)N=Nc2c(O)[nH]c3ccc([N+](=O)[O-])cc23)cc1	2.9	-0.48
N=c1oc2ccc(Br)cc2cc1C(=O)NC1CCCCCC1	0.7	-2.2
CC(=O)OC(COc1ccc(F)cc1)Cn1cnc2ccccc21 (stereo not drawn)	-0.9	-0.1
COc1ccc2cc(CN(CCO)C(=O)c3ccc(Br)cc3)c(=O)[nH]c2c1	.	-1.4

Structural class, the entries above containing a cyano group (three)
Structure	STK33 inh	Kir21 block
COc1ccc(CN2C=C3C(=O)C(C)(OC(=O)CCc4ccccc4)C(=O)C=C3C=C2c2ccc(C#N)cc2)cc1 (stereo not drawn)	-0.7	-1
COCCN(CCOC)c1cc(C)c(C#N)c2nc3ccccc3n12	-0.2	0.07
CN(CCOc1ccccc1)S(=O)(=O)c1ccccc1C#N	1.4	.

A different layout for part of the listing above:
CC(=O)OC(COc1ccc(F)cc1)Cn1cnc2ccccc21 (stereo not drawn)
  STK33 inh: -0.9; Kir21 block: -0.1
COc1ccc2cc(CN(CCO)C(=O)c3ccc(Br)cc3)c(=O)[nH]c2c1
  STK33 inh: .; Kir21 block: -1.4

High-throughput results as filed in PubChem BioAssay.
